Bioassay records as filed in PubChem.
Wnt act: Wnt/beta-catenin pathway activators, primary screen, cell-based, plate reader, single point | activation, % at 9.35 µM | Wnt/beta-catenin reporter cell assay, activator | AID 743398, 2014 | actives 1.2% (n = 300,000); in the data active means activation above about 30%, passing the limit was not always enough;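 further: 0% = neutral control wells and 100% = positive control wells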
CDK5 inh: inhibitors of human CDK5/p35 kinase, primary screen, biochemical, single concentration | Recombinant CDK5/p35, ADP-Glo luminescence, 60 min | inhibition, % at 10 µM | actives 0.01% (n = 330,000) | AID 488839, 2010;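 active means highest replicate inhibition of at least 50% and at least 75% of replicates reaching 50%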;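 further: plate controls were DMSO neutral control for no effect and GW8510 at 10 µM for full effect; many of its hits are not listed in these tables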
Target sequence (Q00535 whole entry, looked up): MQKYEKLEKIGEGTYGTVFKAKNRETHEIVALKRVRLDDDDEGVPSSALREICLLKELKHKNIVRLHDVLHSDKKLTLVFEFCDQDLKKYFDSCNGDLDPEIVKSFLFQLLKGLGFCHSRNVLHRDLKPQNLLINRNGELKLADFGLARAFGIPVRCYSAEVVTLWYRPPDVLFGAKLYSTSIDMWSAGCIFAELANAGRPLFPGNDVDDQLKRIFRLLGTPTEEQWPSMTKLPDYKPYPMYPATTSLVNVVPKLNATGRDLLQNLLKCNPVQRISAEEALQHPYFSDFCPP
Target sequence (Q15078 whole entry, looked up): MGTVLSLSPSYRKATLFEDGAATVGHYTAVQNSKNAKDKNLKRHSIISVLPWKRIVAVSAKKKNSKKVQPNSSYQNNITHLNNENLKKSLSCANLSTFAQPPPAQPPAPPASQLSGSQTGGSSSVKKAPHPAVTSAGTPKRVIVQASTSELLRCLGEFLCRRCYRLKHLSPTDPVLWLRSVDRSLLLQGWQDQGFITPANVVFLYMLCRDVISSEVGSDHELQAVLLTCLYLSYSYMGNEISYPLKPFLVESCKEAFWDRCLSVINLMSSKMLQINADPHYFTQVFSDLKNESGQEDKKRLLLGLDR
NSD2 inh: NSD2 histone methyltransferase inhibitors, primary screen, biochemical, AlphaScreen, single concentration, set 2; Histone-lysine N-methyltransferase NSD2 (Homo sapiens), O96028; NSD2 peptide methylation, 120 min; inhibition, % at 12.5 µM; actives 0.54% (n = 310,000); AID 743445, 2014; in the data active means inhibition above about 50%
MITF act: activators of MITF-driven TRPM1 promoter reporter, primary screen, cell-based, SK-MEL-5, luciferase, single point; actives 0.75% (n = 300,000); SK-MEL-5 TRPM1-promoter luciferase, 24 h; % of positive control, neutral wells = 0; activation, % at 12.5 µM;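 active means mean activation of at least 80% with every replicate also reaching 80%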;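 further: 0% = neutral control wells and 100% = parthenolide positive control wells; values of inactives mirror those of a sister screen read the other way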
V-ATPase pH: regulators of yeast V-ATPase proton pumping, primary screen, pHLuorin cytosolic pH fluorescence; response, % at 10 µM; actives 0.37% (n = 350,000); S. cerevisiae; in the data active means response mostly above about 7.3%, no sharp cut-off; inactive means mostly below about 5.4%; further: actives read high; inactives centre near 0; some compounds called inactive have numbers as strong as hits; reference of the scale not given here
SR-BI HDL uptake: inhibitors of SR-BI mediated HDL lipid uptake, primary screen, ldlA[mSR-BI] cells, fluorescence, single point; Scavenger receptor class B member 1 (Mus musculus), Q61009; actives 0.96% (n = 320,000); inhibition, % at 12.5 µM; ldlA[mSR-BI] CHO cells, DiI-HDL uptake fluorescence, 3 h;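 active means mean replicate inhibition of at least 70% and a set share of replicates each scoring 70 or more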;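 further: 0% = median of neutral control wells and 100% = median of positive control wells; values of inactives mirror those of a sister screen read the other way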
HTR5A inv ctr: HTR5A inverse agonists in luminescence cell assay, primary screen, counter-screen for OPRM1-OPRD1 heterodimer inverse agonist project, full-deck HTS. inhibition, % at 9.3 µM. 5-hydroxytryptamine receptor 5A (Homo sapiens), P47898. actives 0.083% (n = 340,000). HTR5A cell line, inverse agonism; in the data active means inhibition mostly above about 23%, no sharp cut-off; inactive means mostly below about 18%;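 further: 0% = cells with DMSO and 100% = no-cell wells with DMSO; some compounds called inactive have numbers as strong as hits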
HTR5A ag ctr: HTR5A agonists in luminescence cell assay, primary screen, counter-screen for OPRM1-OPRD1 heterodimer agonist project, full-deck HTS | cell-based | activation, % at 9.3 µM | actives 0.61% (n = 340,000) | 5-hydroxytryptamine receptor 5A (Homo sapiens), P47898 | AID 504692, 2011; in the data active means activation mostly above about 9.5%, no sharp cut-off; inactive means mostly below about 7.6%;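 further: 0% = cells with vehicle only and 100% = reference agonist; strong numbers were not always called active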
PvdQ inh: P. aeruginosa PvdQ acylase inhibitors, primary screen, biochemical, fluorescence, plate reader and imaging, single point. PvdQ acylase [Pseudomonas aeruginosa LESB58]. purified PvdQ acylase. inhibition, % at 10 µM. actives 0.063% (n = 340,000); in the data active means inhibition above about 30%, passing the limit was not always enough;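 further: 0% = vehicle neutral wells and 100% = reference inhibitor wells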
dFosB activator: activators of delta FosB homodimer, primary screen, biochemical, fluorescence polarization, TAMRA-CDK5 oligo, single point | activation, % at 25 µM | purified delta FosB; percent of positive-control signal above neutral wells | Protein FosB (Mus musculus), P13346 | AID 493131, 2011 | actives 0.99% (n = 340,000);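 active means mean activation above about 17%, with every replicate also reaching it, limit read from the data, passing the limit was not always enough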;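 further: fluorescence polarization rise as delta FosB binds a TAMRA Cdk5 AP-1 oligo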
Target sequence (P13346 whole entry, looked up): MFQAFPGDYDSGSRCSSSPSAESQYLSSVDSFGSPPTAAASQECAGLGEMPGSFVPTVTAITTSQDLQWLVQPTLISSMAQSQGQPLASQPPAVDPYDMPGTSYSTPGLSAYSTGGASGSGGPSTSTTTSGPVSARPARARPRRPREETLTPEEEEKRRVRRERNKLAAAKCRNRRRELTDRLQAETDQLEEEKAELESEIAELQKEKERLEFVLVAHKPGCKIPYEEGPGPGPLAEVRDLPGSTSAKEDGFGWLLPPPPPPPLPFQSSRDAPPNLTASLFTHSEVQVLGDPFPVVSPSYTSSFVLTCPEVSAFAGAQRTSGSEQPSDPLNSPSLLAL
An asterisk follows results filed as active; · = no result given.

SMILES,Wnt act,HTR5A ag ctr,HTR5A inv ctr,SR-BI HDL uptake,PvdQ inh,CDK5 inh,NSD2 inh,V-ATPase pH,MITF act,dFosB activator
CCn1c(CCNC(=O)c2cccs2)nnc1SCC(=O)Nc1nc(-c2ccccc2)cs1,·,0,12,44,-11,1.1,1,-2,·,2
CCN(CC)Cc1c(C(=O)N2CCc3ccccc3C2)nc2ccc(Cl)cn12,-1,-1,3,-30,-10,0.0,2,-1,-20,-2
COc1cccc(NC(=O)CN(C)C(=O)CCCc2c[nH]c3ccccc23)c1,-1,0,3,-3,-9,-1.4,4,4,6,-3
COc1ccc(Nc2nc(NCc3ccco3)nc(N/N=C/c3ccccc3Cl)n2)cc1,·,0,-19,30,7,1.3,-3,-3,0,43*
O=C(CSc1nc2c(c(=O)n1-c1ccccc1)SCC2)N1CCOCC1,-4,-1,3,-53,-6,0.7,·,-3,·,3
Cc1onc(-c2c(F)cccc2Cl)c1C(=O)N=C(N)N1CCCC1,18,-5,11,6,2,0.0,19,-3,·,-1
CCOc1ccc(C(=O)NC2CCN(S(=O)(=O)CC)CC2)cc1,2,6,-17,-3,-17,-8.8,-2,0,1,0
CN(C)S(=O)(=O)c1cccc(NC(=O)COc2ccccc2C(=O)NCc2ccccc2)c1,-2,-2,5,2,-14,0.8,-3,-2,-4,-13
Cc1ccc(CNC(=O)C2CC(c3ccccc3[N+](=O)[O-])=NO2)cc1 (stereo not given),5,-3,-10,12,-9,-1.4,·,0,-14,1
CCOc1ccc(NC(=O)CSc2ccc(-c3ccco3)nn2)cc1,1,-2,-5,-16,-1,1.5,-2,-3,3,1
CCOc1ccccc1NC(=O)CSc1ccc2nnc(-c3cccnc3)n2n1,-2,-4,10,1,5,0.9,0,2,1,-1
COc1ccc(NC(=O)CSc2nnc(C)c(=O)n2N)cc1,-3,-1,-7,-5,4,-0.8,-2,-5,-8,-2
CC(C)Oc1ccc(C(CC(=O)O)c2ccc(F)cc2)cc1 (stereo not given),2,1,-2,-2,0,0.8,-2,1,-1,3
Cn1c(SCC(=O)NNC(=O)Nc2ccccc2)nnc1-c1ccccc1,3,-2,6,-9,2,-1.3,-1,0,-11,-6
CC(=O)Nc1ccc(S(=O)(=O)NCCC(=O)Nc2cc(C)ccn2)cc1,0,-1,-26,-14,-12,1.1,0,-3,0,-1
O=C(c1cccc([N+](=O)[O-])c1)N1CCN(c2ccc(N3CCOCC3)nn2)CC1,-3,-7,10,-13,-4,0.0,1,-3,-1,-5
CCN(CC)S(=O)(=O)c1cc(OC)c(Cl)cc1OC,-2,-1,4,-8,-10,-1.4,2,-2,-1,-7
CC(=O)c1ccc(OCCCC(=O)NC2CCCc3ccccc32)cc1 (stereo not given),-2,5,13,-6,5,2.0,1,1,-5,7
CC(C)(C)c1ccc(NC(=O)CON=C(N)c2ccccc2)cc1,-2,7,2,0,1,0.5,-2,-1,3,-5
Cc1ccc(S(=O)(=O)Nc2cc3c4c(c2)C(C)C(=O)N4CCC3)cc1 (stereo not given),1,-2,14,22,9,1.9,1,2,7,-5
O=C(COC(=O)CNC(=O)c1ccc(Br)cc1)Nc1nnc(-c2ccccc2)o1,0,4,-10,-16,-10,-0.7,-2,-2,0,20*
CC1=NN(c2cccc(F)c2)C(=O)/C1=C/c1ccc(N(C)C)cc1,0,0,1,1,-1,-1.0,0,2,·,-4
COc1ccccc1CN(C)C(=O)c1ccc(S(=O)(=O)Nc2c(C)n(C)n(-c3ccccc3)c2=O)cc1,-2,2,-6,0,-12,-1.1,2,10,-5,-16
C/C(=N\c1nc2ccccc2n1C)c1cc(Cl)ccc1O,·,0,-11,-6,-9,-0.8,-2,1,1,1
CCN(CC)S(=O)(=O)c1ccc(C(=O)NCC(=O)NCCCc2ccccc2)cc1,0,-2,6,·,-5,-0.8,2,-1,-6,-8
COc1cc(C(=O)OCC(=O)N2CC(C)OC(C)C2)cc(OC)c1OC (stereo not given),0,0,13,3,-10,0.0,0,-1,-5,-4
CC1CCN(S(=O)(=O)N2CCCC(C(=O)NCc3ccc(F)cc3)C2)CC1 (stereo not given),-2,0,1,-8,-13,-1.1,-1,0,-10,-7
CCOC(=O)NCc1ccc(S(=O)(=O)Nc2ccc(C)cc2)cc1,-4,-2,17,3,-16,-0.1,-4,-1,-2,-6
COC(=O)c1c(-c2ccc(OC)cc2)sc2cc3c(cc12)OCO3,33*,9,0,12,-17,1.0,·,0,92*,5
Cc1ccc2c(c1)C(=O)C(=O)N2CCCOc1ccccc1C,-6,4,-13,22,-11,-3.5,6,2,·,-30
CCC(=O)Oc1ccc(C(=O)Nc2cccc(C(=O)NC(C)(C)C)c2)cc1,0,-2,5,7,-10,-0.2,0,3,-5,-9
Cc1ccc(S(=O)(=O)NCCS(=O)(=O)N2CCN(c3ccc(F)cc3)CC2)cc1,-5,12,-35,-21,1,1.0,-1,3,-7,6
c1ccc2cc(Sc3ncnc4c3oc3ccccc34)ccc2c1,2,-3,9,16,-13,0.7,1,-4,·,-2
CCCN(CC1CC1)C(=O)COc1ccccc1C(=O)NCc1ccccc1,·,-2,-2,14,3,0.2,-1,-6,·,-11
O=C(Nc1ccc(S(=O)(=O)NC2=NCCCCC2)cc1)c1ccc(Cl)cc1Cl,-4,1,-3,34,-11,2.1,-2,-3,-4,-10
Cc1ccc(-n2nnnc2-c2cnoc2-c2cccc(F)c2)cc1,3,10,-12,16,6,1.1,-5,6,-10,-7
CO/N=C/c1ccc(N2CCN(C(=O)c3cccc(Cl)c3)CC2)c([N+](=O)[O-])c1,-5,-8,19,36,-9,0.2,7,0,2,-11
Cc1ccc(S(=O)(=O)N2CCOCC2)cc1C(=O)OCC(=O)NC1CCCCC1,-4,4,9,34,1,2.4,-1,-3,5,-11
CN(C(=O)COC(=O)c1ccc(=O)n(Cc2ccccc2)n1)C1CCCCC1,-3,-1,4,-6,-3,-0.4,-1,1,2,0
CCOc1ccc(NC(=O)CN(C)C(=O)CC2OC(=O)c3ccccc32)cc1OCC (stereo not given),-3,-1,3,1,-13,0.2,1,0,-11,-2
O=C(N[C@@H](Cc1c[nH]c2ccccc12)C(=O)O)c1ccc(Cl)cc1,0,-5,-3,-4,-7,0.2,1,-2,-5,2
CC1(C)CC(=O)C2=C(C1)N=C1SCCC(=O)N1C2c1ccc(C(F)(F)F)cc1 (stereo not given),·,4,-23,30,-14,8.1,-7,-4,3,-21
N#Cc1nc(-c2ccccc2)oc1N1CCC(C(N)=O)CC1,0,-2,9,3,-12,-1.2,0,0,-1,-3
CC(C)Cc1csc(=S)[nH]1,-1,2,-9,2,-2,0.4,3,0,3,-2
COc1cccc(NC(=O)CCCCCn2nnc3ccccc3c2=O)c1,1,2,-9,-45,-15,1.8,-7,2,-4,-9
Cc1ccc(CNC(=O)c2cn(C3CCCCC3)c(=O)c3c2c2ccccc2n3C)o1,-1,-3,5,26,2,0.5,-6,2,6,-6
S=c1nc[nH]c2c1ncn2C1CCCO1 (stereo not given),10,-4,16,7,-11,0.3,-2,-1,-39,4
Cc1cc(C(=O)C(C)OC(=O)C2=NNC(=O)CC2)c(C)n1-c1ccc(OC(F)F)cc1 (stereo not given),-1,1,-2,82*,-8,0.2,0,1,-7,-1
COc1ccc(S(=O)(=O)N[C@@H](CSCc2ccccc2)C(=O)O)cc1,4,6,-8,-8,-15,-0.6,-1,-1,-10,-4
O=c1nc(Nc2ccccc2)oc2ccccc12,4,0,24,-6,-7,-1.8,1,-2,27,-6
O=C(CS(=O)(=O)c1cn(Cc2ccc(Cl)cc2)c2ccccc12)N1CCOCC1,-2,-5,-13,-6,-3,0.6,·,2,·,-2
Cc1ccc(CC2C(=O)N(CC(=O)O)C(=O)C2C)cc1 (stereo not given),·,2,-3,-5,2,-0.6,0,5,·,1
CC(C(=O)Nc1ccccn1)c1ccccc1 (stereo not given),-1,2,-6,-10,-1,-0.6,-2,5,-7,6
Nc1cc(Cl)nnc1Cl,-1,8,-30,-15,-12,0.4,-2,0,8,-4
CC1CC1C(=O)OCC(=O)c1c(N)n(C)c(=O)n(C)c1=O (stereo not given),0,-2,5,-11,0,-2.0,5,-2,-1,0
CS(=O)(=O)N1CCc2cc(C(=O)N3CCN(c4ccccc4)CC3)ccc21,1,2,2,-10,-10,-1.2,-2,0,-9,-8

Further compounds:
SMILES,Wnt act,HTR5A ag ctr,HTR5A inv ctr,SR-BI HDL uptake,PvdQ inh,CDK5 inh,NSD2 inh,V-ATPase pH,MITF act,dFosB activator
NC(=O)c1ccc(SCC(=O)OCC(=O)N2CCCC2=O)c([N+](=O)[O-])c1,-2,3,23,-15,12,-1.4,-1,0,-5,-4
Cc1ccc(C(=O)N2CCN(c3cnn(C)c(=O)c3Cl)CC2)cc1,-3,3,4,-10,4,-1.2,-4,4,-7,-4
CCc1ccc(NC(=O)COC(=O)CCCC2=NS(=O)(=O)c3ccccc3N2)cc1,0,0,-16,5,1,-1.4,0,2,9,-1
O=C(Cc1csc(NC(=O)c2ccc(F)cc2)n1)NO,6,8,-23,-22,-36,0.9,0,8,1,-6
Cc1cc(C)c2nc(-c3ccccn3)cc(C(=O)Nc3ccc(S(=O)(=O)Nc4cc(C)on4)cc3)c2c1,·,4,-13,14,0,-1.4,0,3,-17,-30
c1ccc(N2CCN(c3ccccc3)C2c2ccncc2)cc1,0,5,-12,11,-13,0.7,1,7,3,-1
COC(=O)c1c(C(=O)OC)c(-c2cccc(F)c2)n2c1CS(=O)C2 (stereo not given),2,0,0,-16,-7,-1.5,-6,0,-9,1
Cc1ccc(Sc2ccc(CN3CCCC3)cc2[N+](=O)[O-])cc1,-2,-2,5,24,-3,-1.2,25,-4,-2,-5
CCN(CC)S(=O)(=O)c1ccc(N2CCN(C)CC2)c(NC(=O)Nc2ccc(C)cc2)c1,-3,4,-11,·,-13,-3.3,4,0,34,-4
Cc1ccc(Cl)cc1N1CCN(C(=O)c2cn(C)c(=O)c3c2c2ccccc2n3C)CC1,-8,2,-7,23,3,1.0,·,-3,2,2
CCCCC(NC(=O)Cc1c(C)c2cc3c4c(oc3cc2oc1=O)CCCC4)C(=O)O (stereo not given),4,1,-4,15,12,0.7,-1,-4,·,0
COc1ccc(CN2C(=O)c3ccccc3C2OC)cc1 (stereo not given),1,-4,-2,-26,-15,0.8,-3,-3,-9,5
Cc1cc(NS(=O)(=O)c2ccc(NC(=O)/C=C/c3c(F)cccc3Cl)cc2)no1,-2,-3,5,3,6,-1.2,4,1,-8,-25
